# Bioassay records as filed in PubChem.
# Tau ThT inhib: inhibitors of human tau fibril formation, thioflavin T binding; recombinant tau K18 P301L, heparin-induced fibrillization, ThT fluorescence; AID 1460; actives 2.1% (n = 270,000); Potency, µM (titrated, usually from 57.4 µM), for the others: top-dose activity, negative = inhibition, hits mostly inhibitors; further: nearly all actives have a fitted effect of over 55% in size
#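 Heparin-induced fibrillization of the P301L-mutant K18 repeat-domain fragment of human tau was followed by ThT binding in quantitative high-throughput format.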
# Tau fluor cs: counter-screen for tau fibril formation inhibitors; tau K18 P301L (four-repeat tau fragment) Alexa594 fluorescence, heparin fibrillization; actives 0.93% (n = 280,000); Potency, µM (doses to about 57.7 µM), without a hit: at the top dose activity change, negative = decrease; AID 1463; further: nearly all actives have a fitted effect of over 55% in size
#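 Human K18 P301L tau (15 uM unlabeled plus 0.24 uM Alexa 594-labeled, final) in 100 mM sodium acetate pH 7 was mixed with compound and 20 uM heparin and incubated 6 hr at 37 C.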
# Tau fibril FP: inhibitors of human tau fibril formation | AID 1468 | actives 0.39% (n = 280,000) | K18 P301L tau heparin fibrillization, Alexa594 FP, 6 h | Potency, µM (doses to about 57.7 µM), inactives show top-dose activity, negative = inhibition, actives largely listed as inhibitors; further: nearly all actives have a fitted effect of over 55% in size
#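 Read-out: fluorescence polarization of Alexa 594-labeled tau (0.24 uM), 555 nm excitation, 632 nm emission. Mixtures held 15 uM unlabeled K18 P301L, compound and 20 uM heparin, pH 7 acetate buffer, incubated 6 hr at 37 C.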
# ALDH1A1 inh: ALDH1A1 (human) enzyme inhibition; Potency, µM (highest dose often 75.3 µM), for the others: at the top dose activity, negative = inhibition, most hits filed as inhibitors; P00352; AID 1030; Purified ALDH1A1, NADH fluorescence, propionaldehyde substrate; actives 7.3% (n = 220,000); active means well fitted inhibition curve with a large enough effect, not every such curve was filed as active; inconclusive means small, poorly fitted or top-dose-only effect, or another doubt; inactive means no such curve, though single readings can be large or run the other way;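 further: plate controls were no enzyme wells and a reference inhibitor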
# Target sequence (P00352 whole entry, looked up): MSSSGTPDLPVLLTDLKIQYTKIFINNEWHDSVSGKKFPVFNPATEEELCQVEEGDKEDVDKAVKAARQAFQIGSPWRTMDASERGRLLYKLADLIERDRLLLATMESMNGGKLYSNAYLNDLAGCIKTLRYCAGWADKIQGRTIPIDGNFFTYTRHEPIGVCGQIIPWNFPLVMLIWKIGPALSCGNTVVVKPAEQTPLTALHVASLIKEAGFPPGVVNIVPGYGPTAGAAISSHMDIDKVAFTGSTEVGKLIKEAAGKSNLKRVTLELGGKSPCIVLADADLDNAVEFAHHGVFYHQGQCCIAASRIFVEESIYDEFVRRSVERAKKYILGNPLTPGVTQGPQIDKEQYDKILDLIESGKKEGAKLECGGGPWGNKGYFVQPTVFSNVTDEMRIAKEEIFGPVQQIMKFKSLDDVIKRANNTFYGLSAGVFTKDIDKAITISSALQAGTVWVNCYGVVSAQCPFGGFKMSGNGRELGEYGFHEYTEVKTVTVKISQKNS
# L3MBTL1 block: L3MBTL1 (human) inhibition; Q9Y468; actives 0.66% (n = 230,000); AlphaScreen L3MBTL1–H3K9me1 peptide binding; Potency, µM (highest dose often 57.1 µM), without a hit: at the top dose activity, negative = inhibition, hits mostly inhibitors; AID 485360; further: nearly all actives have a fitted effect of over 60% in size
#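 Displacement of a biotinylated histone H3(1-15) peptide monomethylated at Lys9 (75 nM) from L3MBTL1 (50 nM) was measured by AlphaScreen after a 30 min room-temperature compound incubation; cefsulodin titration served as intraplate control.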
# aGal spleen mod: inhibits or activates alpha-galactosidase in human spleen homogenate | P06280 | human spleen homogenate, 4MU-alpha-Gal fluorescence, 40 min | Potency, µM (titrated, usually from 80 µM), for inactives: at the top dose activity change, negative = inhibition, actives largely listed as inhibitors | actives 0.008% (n = 240,000);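 further: 0% = enzyme with vehicle and -100% = no enzyme basal signal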
#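 Human spleen homogenate (1 ug) was the enzyme source, with 4-methylumbelliferyl-alpha-D-galactopyranoside (1 mM final) in pH 5.0 citrate buffer with 0.01% Tween-20. Compounds were titrated; after 40 min at 37C, NaOH/glycine stop, 4-MU fluorescence read; AC50 from Hill fits.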
# TexasRed fluor: alters Texas Red total fluorescence, flagging assay interference; TRb/SRC2 Texas Red total fluorescence interference; Potency, µM (series often up to 106 µM), for inactives: at the highest dose fluorescence change, negative = quenching; actives 0.29% (n = 280,000); AID 1479; active means well fitted curve in either direction with a large enough effect; inconclusive means small, poorly fitted or top-dose-only effect
#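 Flags fluorescent or light-absorbing compounds by total fluorescence, S + 2P, at 555 nm excitation and 632 nm emission. Mixture: 20 nM Texas Red SRC2 peptide, 0.6 uM human TRb LBD, 1 uM T3, 5% DMSO; compound exposure 5 h at ambient temperature.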
# TRb SRC2 PPI: inhibitors of human thyroid hormone receptor beta-SRC2 interaction; Potency, µM (doses to about 106 µM), inactives show at the top dose activity change, negative = inhibition, hits mostly inhibitors; P10828; actives 0.065% (n = 280,000); AID 1469; TRbeta-SRC2 peptide binding, fluorescence polarization; receptor liganded with 1 µM T3;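 further: plate controls were bound peptide for no effect and peptide without receptor for full effect; nearly all actives have a fitted effect of over 50% in size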
# Target sequence (P10828 whole entry, looked up): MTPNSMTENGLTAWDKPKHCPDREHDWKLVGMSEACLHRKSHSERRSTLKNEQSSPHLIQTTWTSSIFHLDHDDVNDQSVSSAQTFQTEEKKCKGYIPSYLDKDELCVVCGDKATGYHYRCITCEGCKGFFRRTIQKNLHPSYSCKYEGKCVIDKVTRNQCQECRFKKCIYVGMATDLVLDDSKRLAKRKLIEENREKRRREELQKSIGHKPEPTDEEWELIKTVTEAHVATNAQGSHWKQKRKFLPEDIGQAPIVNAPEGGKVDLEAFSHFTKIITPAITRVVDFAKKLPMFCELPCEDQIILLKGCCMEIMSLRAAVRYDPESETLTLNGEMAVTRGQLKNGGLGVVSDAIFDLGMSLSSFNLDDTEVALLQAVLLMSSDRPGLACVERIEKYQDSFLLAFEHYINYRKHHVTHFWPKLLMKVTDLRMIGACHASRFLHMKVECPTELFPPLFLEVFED
#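 Fluorescence polarization of 20 nM Texas Red SRC2 peptide with 0.6 uM human TRb ligand-binding domain, in Tris buffer with 1uM T3 and 5% DMSO. Incubated 5 hr ambient; normalized to unbound and bound controls.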
# An asterisk follows results filed as active; ? = inconclusive; nt = not tested or not shown; [ ] = dose if it differs, or a comment. Unless noted, the call rests on the fitted dose curve; in most records, active means well fitted curve in the direction sought with a large enough effect; inconclusive means small, poorly fitted or top-dose-only effect, or another doubt; inactive means no such curve, though single readings can be large; an effect the other way counts as inactive or inconclusive. Unless noted, on the % scale 0 is the no-effect control and ±100 the full control effect; potency means the concentration at half of the fitted maximal effect.
SMILES,Tau ThT inhib,Tau fluor cs,Tau fibril FP,ALDH1A1 inh,L3MBTL1 block,aGal spleen mod,TexasRed fluor,TRb SRC2 PPI
Cc1ccc(C2C(C#N)=C(N)OC3=C2C(=O)CC(C)(C)C3)s1 (centres undefined),nt,-6.5%,-7.2%,nt,nt,-2.3%,-1.2%,1.8%
Cc1ccc(-c2nsc3c(N4CCC(C(N)=O)CC4)ncnc23)cc1,-9.2%,0.3%,-2.2%,2.9%,-5.6%,-23.7%,1.2%,8.8%
O=C(NCCOc1ccccc1)c1ncn[nH]1,-7.6%,0.5%,-4.9%,8.6%,-22.5%,-4.4%,-6.2%,-2.3%
CCn1c(C)c(C)c2cc(C(=O)NCCCN3CCCCC3)ccc21,?,-4.5%,3.2%,nt,nt,nt,3.3%,4.5%
Cc1c(N=Cc2c(O)n(C)c(=O)c3ccccc23)c(=O)n(-c2ccccc2)n1C,-13.8%,-8.7%,-10.1%,-1.7%,-1.7%,-2.7%,-2.3%,3.0%
COc1ccc(NC(=O)C2=CC(c3ccco3)=NS(=O)(=O)N2C)cc1OC,6.5%,-7.3%,-9.3%,nt,-2.4%,nt,-1.9%,2.3%
Cc1ccc(CNC(=O)C(Cc2ccccc2)n2cccc2)cc1 (centres undefined),nt,-16.7%,3.2%,nt,nt,-3.4%,-0.8%,-0.8%
CCN1C(=O)/C(=C\c2ccncc2)SC1=S,-19.2%,-2.0%,-0.9%,nt,nt,4.7%,1.7%,3.5%
N#CC12CCCCC1CC1CCCCC1(C#N)N2CCO (centres undefined),-5.5%,-0.7%,-5.4%,11.8%,7.4%,1.9%,-0.2%,5.4%
Cc1ccccc1N(C(=O)Cc1cccs1)C(C(=O)NC1CCCCC1)c1cn(C)nc1C (centres undefined),-9.5%,-5.3%,-1.4%,10.3%,6.8%,-4.9%,-4.3%,1.3%
COc1ccc(/C=C2\SC(=S)N(CC(=O)NNC(=O)c3ccncc3)C2=O)cc1,-17.1%,-19.1%,0.4%,0.5%,-12.3%,-2.7%,-0.2%,-2.7%
CC(=O)Nc1ccc(NC(=O)CCn2c(=S)oc3ccccc32)cc1,-2.1%,-3.7%,-4.0%,13.7%,-2.4%,-7.3%,-2.3%,3.7%
Cc1ccccc1CO/N=C/c1[nH]ncc1Br,-15.5%,-18.6%,-3.9%,-5.4%,1.5%,-0.4%,-0.6%,8.6%
CCOc1ccc2nc(/N=C/c3nc(-c4ccccc4)oc3O)sc2c1,?,-10.2%,8.5%,-2.6%,0.0%,2.7%,-0.7%,-3.2%
Cc1cccc2nc(CSc3nc4ccccc4[nH]3)cn12,?,-7.1%,-7.2%,3.1%,4.6%,6.3%,-2.8%,8.6%
CCCN1C(=O)C(NS(=O)(=O)c2ccc(N)cc2)(C(F)(F)F)C(C(=O)OC)=C1C (centres undefined),-3.7%,3.0%,4.4%,18.4%,2.1%,-5.8%,1.4%,0.3%
CCOC(=O)c1cc2c(=O)n3ccccc3nc2n(CC2CCCO2)c1=NC(=O)c1ccc(C(C)(C)C)cc1 (centres undefined),-6.3%,-7.8%,1.3%,nt,nt,nt,-0.6%,-1.9%
Cn1c(=O)c2c(nc(SCC(=O)N3CCCCCC3)n2C)n(C)c1=O,-9.4%,-3.4%,-0.5%,?,0.8%,0.0%,2.4%,11.4%
CCCN(C(=O)c1nn(-c2ccc(OC)c(Cl)c2)c(=O)c2c1c1ccccc1n2C)c1ccccc1F,10.2%,-11.8%,?,nt,nt,nt,-1.0%,-14.3%
O=C(Nc1ccccc1-c1ccccc1)C1CCC1,-2.6%,-1.2%,5.7%,3.16µM*,-1.6%,3.3%,-1.5%,-0.7%
O=C(NCCc1ccccc1)c1cc2sccc2n1Cc1ccccc1,-6.4%,-24.8%,-5.2%,?,0.4%,4.7%,1.1%,9.0%
COc1ccccc1CNc1ccnc(-c2ccccc2C(F)(F)F)n1,-12.7%,-20.7%,6.1%,1.6%,nt,-6.8%,-6.2%,0.5%
O=C(O)C1C2C=CC(C2)C1C(=O)NCc1cccnc1 (centres undefined),-1.5%,5.8%,-0.4%,5.1%,-8.1%,-1.2%,-0.6%,3.8%
CCc1ccc(C(=O)COC(=O)c2cnccn2)cc1,-0.2%,2.1%,-0.7%,2.3%,nt,-16.1%,-8.0%,2.4%
Cc1cc2oc(C(=O)Nc3sc4c(c3C(=O)NCC3CCCO3)CCC4)cc(=O)c2cc1C (centres undefined),?,-12.4%,2.6%,nt,nt,nt,-8.2%,5.5%

# Next part, starting with the last 7 of the part before.
SMILES,Tau ThT inhib,Tau fluor cs,Tau fibril FP,ALDH1A1 inh,L3MBTL1 block,aGal spleen mod,TexasRed fluor,TRb SRC2 PPI
CCCN(C(=O)c1nn(-c2ccc(OC)c(Cl)c2)c(=O)c2c1c1ccccc1n2C)c1ccccc1F,10.2%,-11.8%,?,nt,nt,nt,-1.0%,-14.3%
O=C(Nc1ccccc1-c1ccccc1)C1CCC1,-2.6%,-1.2%,5.7%,3.16µM*,-1.6%,3.3%,-1.5%,-0.7%
O=C(NCCc1ccccc1)c1cc2sccc2n1Cc1ccccc1,-6.4%,-24.8%,-5.2%,?,0.4%,4.7%,1.1%,9.0%
COc1ccccc1CNc1ccnc(-c2ccccc2C(F)(F)F)n1,-12.7%,-20.7%,6.1%,1.6%,nt,-6.8%,-6.2%,0.5%
O=C(O)C1C2C=CC(C2)C1C(=O)NCc1cccnc1 (centres undefined),-1.5%,5.8%,-0.4%,5.1%,-8.1%,-1.2%,-0.6%,3.8%
CCc1ccc(C(=O)COC(=O)c2cnccn2)cc1,-0.2%,2.1%,-0.7%,2.3%,nt,-16.1%,-8.0%,2.4%
Cc1cc2oc(C(=O)Nc3sc4c(c3C(=O)NCC3CCCO3)CCC4)cc(=O)c2cc1C (centres undefined),?,-12.4%,2.6%,nt,nt,nt,-8.2%,5.5%
Cc1sc(NC(=O)c2ccco2)c(CN2CCN(c3ccc(F)cc3)CC2)c1C,-17.9%,-23.9%,8.8%,?,nt,-3.6%,-7.1%,-4.8%
Nc1cccc2c1C(=O)N(C(=O)/C=C/c1cccc(Br)c1)C2=O,25.1µM*,-23.7%,?,?,18.2%,-0.5%,-2.3%,4.4%
Cn1c(SCCC#N)nnc1-c1ccccc1F,9.5%,9.2%,-3.9%,-2.0%,7.1%,3.5%,-2.3%,3.7%
Cc1cccc(NC(=O)/C(=C/c2cccc([N+](=O)[O-])c2)NC(=O)c2cccs2)c1,11.0%,-7.2%,6.5%,10.9%,-6.3%,4.9%,2.6%,-8.2%
Cc1ccc(C)c(C(=O)c2c(N)c(-c3nc(-c4ccc5c(c4)OCO5)cs3)c3ccccn23)c1,?,?,14.2%,nt,nt,nt,-3.7%,3.0%
O=C(CCCSc1nc2ccccc2s1)NC1=NCCS1,-14.7%,-10.3%,-0.8%,?,-12.3%,-9.9%,-0.9%,-14.5%
Clc1ccc2nc3c4ccccc4cnn3c2c1,4.4%,3.4%,-2.8%,?,-1.4%,4.8%,0.1%,6.2%
N#CCCN(C1CCCCC1)S(=O)(=O)CCOc1ccccc1,2.9%,-5.8%,-3.2%,8.91µM*,1.5%,2.6%,2.0%,1.0%
COc1cc(C(=O)OC(C)C(=O)NCC2CCCCC2)cc(NC(=O)c2ccco2)c1OC (centres undefined),-4.9%,0.7%,-2.9%,-1.4%,4.8%,0.6%,-2.8%,-11.4%
COC(=O)c1ccc([C@@H]2Nc3c(cccc3C(F)(F)F)[C@@H]3C=CC[C@@H]32)cc1,-9.3%,-6.2%,-8.6%,nt,nt,nt,-1.0%,11.0%
Cc1sc(CO)c(Sc2ccccc2)c1C(=O)O,-3.4%,7.3%,5.6%,8.5%,2.5%,-1.4%,2.5%,0.6%
O=C(O)CCCC(=O)Nc1cccc([N+](=O)[O-])c1,-3.2%,-3.5%,0.6%,1.4%,48.4%[activator],1.9%,-7.3%,-8.5%
CC(=O)Nc1ccc(S(=O)(=O)NCc2csc(C)n2)cc1,-5.7%,1.9%,4.2%,-6.5%,-5.0%,-4.8%,0.4%,-2.1%
CSc1nc(C)cc(OCC(=O)n2nc(C)cc2C)n1,3.0%,-0.8%,-4.2%,3.6%,3.8%,7.8%,1.9%,7.3%
CC(C)CC(=O)/C=C/n1c(=S)oc2ccccc21,?,-9.2%,?,?,0.2%,-11.7%,3.4%,-8.4%
c1ccc2[nH]c(CSc3nc4ccccc4s3)nc2c1,?,-23.7%,3.4%,5.7%,-2.5%,2.5%,-0.8%,3.0%
COc1ccc(OC)c(C(Nc2ccccc2)P(=O)(OC(C)C)OC(C)C)c1 (centres undefined),-11.4%,-13.3%,8.2%,nt,-1.5%,-16.5%,-1.2%,-1.0%
CCOc1ccc(-c2nnn(CC(=O)NCc3ccco3)n2)cc1OCC,2.2%,-5.8%,-0.9%,-0.6%,?,2.2%,1.2%,-1.2%
CCC(O)c1cc2c(cc1NC(=O)c1ccc(C)cc1)OCCO2 (centres undefined),-4.3%,-5.7%,?,-11.3%,-13.9%,-6.4%,-1.4%,-7.9%
COc1cccc(N2CCN(C(=O)Cn3ncc4c3-c3ccccc3OC4)CC2)c1,?,-19.0%,1.7%,nt,nt,nt,4.7%,4.2%
CCOc1ccc(-c2nnc3ccc(SCC(=O)N4CCCCC4)nn23)cc1,-1.6%,-0.3%,-5.2%,-2.7%,2.2%,9.8%,0.5%,2.5%
Clc1cccc(-n2ncc3c(Nc4ccc5c(c4)OCCO5)ncnc32)c1,?,6.31µM*[quencher],?,nt,nt,nt,-1.4%,8.8%
COC(=O)COc1cccc(NC(=O)c2cccs2)c1,-2.8%,2.8%,-1.7%,9.1%,-6.2%[11.4 µM],-13.5%,-0.5%,-18.3%
CCOC(=O)CSc1nnc(-c2ccc(NS(=O)(=O)c3ccc(C)cc3)cc2)o1,4.0%,-20.8%,-3.0%,-0.4%,2.0%,-15.8%,-2.9%,0.4%

# Random draw from the library; 8.5% or so of the library scored in one or more.
